ERK EGF inh: EGF-driven ERK pathway inhibition. HEK293-V1b, EGF-stimulated phospho-ERK AlphaScreen. Potency, µM (series often up to 11.5 µM), for the others: at the highest dose activity change, negative = inhibition, most hits filed as inhibitors. AID 1454. actives 0.41% (n = 130,000); active means well fitted inhibition curve with a large enough effect; inconclusive means small, poorly fitted or top-dose-only effect, or effect the other way;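 further: plate controls were stimulated vehicle wells for no effect and unstimulated vehicle basal for full effect; nearly all actives have a fitted effect of over 55% in size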
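Readout: AlphaScreen signal for phosphorylated ERK in lysed HEK293 cells stably expressing V1b. Stimulus 25 nM EGF, 5 min, following 30 min compound exposure. Data scaled to DMSO basal and full EGF activation.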
* hit, by the source's call; ? = inconclusive; & = joins results of further samples; [ ] = dose if it differs, or a comment. Potency means the concentration at half of the fitted maximal effect.

SMILES | ERK EGF inh
O=c1c(-c2cc(O)c(O)c(O)c2)coc2cc(O)c(O)c(O)c12 | 18%
Cn1c2ccc(F)cc2c2nnc(NN)nc21 | 8%[57.5 µM]
Cc1ccc(/C=N/NC(=O)CSc2nnc(-c3ccc(Cl)cc3)n2-c2ccc(Cl)cc2)o1 | 8%
COC(=O)c1cnn(-c2ccccc2)c1/C=N/NC(=S)Nc1ccc(Cl)cc1 | -4%[57.5 µM]
COc1ccc(/C=N/OCC(=O)N(Cc2ccccc2)c2ccccc2C(=O)O)cc1 | 5%
Cc1nc(N2CCOCC2)sc1C=O | 3%
CS(=O)(=O)c1ccccc1-c1nnc(-c2ccc(Cl)cc2)o1 | 10%
O=C(NN=C1CCN(Cc2ccccc2)CC1)c1ccccc1 | -5%
O=C1C2C3C=CC(C4CC34)C2C(=O)N1c1cc(Cl)ccn1 (configuration not stated) | 2%[57.5 µM]
CCOC(=O)c1cc(NC(=O)c2ccco2)ccc1N1CCOCC1 | -5%
Cc1nn(CCC#N)c(N)c1C1(O)C(=O)Nc2c(Cl)cc(Cl)cc21 (configuration not stated) | ?
COCCN(C(=O)C(=O)NC1CCCC1)C(C(=O)NC1CCCC1)c1ccccc1F (configuration not stated) | -12%
CCCCNc1nc(C)nc2c1nc(-c1ccccc1)n2C(C)CCCN(CC)CC (configuration not stated) | -4%
CC1(C)CCCC(C)(C)N1CC(O)COCCOc1ccc(Br)cc1 (configuration not stated) | -2%
CC(=O)Nc1ccc(NC(=O)CSc2ccc(-c3ccco3)nn2)cc1 | -5%
CN1CCC(N(C)C(=S)Nc2ccc(SC(F)F)cc2)CC1 | 0%
O=C(Nc1ccccn1)c1ccc([N+](=O)[O-])cc1Cl | 3%
COc1ccccc1-n1cn[nH]c1=S | -14%[57.5 µM]
Cc1ccc(S(=O)(=O)C(C)C(=O)NCCS(=O)(=O)c2ccc(Cl)cc2)cc1 (configuration not stated) | 30%
N#CC1=C(N)C2=CCCC[C@H]2[C@H](c2ccccc2)C1(C#N)C#N | -2%
COc1cc(/C=N/NC(=O)c2c(-c3ccccc3)noc2C)cc(OC)c1OC | 5%
CCN(CC)c1ncnc2scc(C3COc4ccccc4O3)c12 (configuration not stated) | 0%
COc1ccc(NC(=O)Cn2nc(C)c([N+](=O)[O-])c2C)cn1 | -1%
COc1ccccc1N(C(=O)CNC(=O)c1ccco1)C(C(=O)NC1CCCC1)c1ccncc1 (configuration not stated) | 5%
Cc1ccc(Nc2nc(NCCCN3CCOCC3)nc(N)c2[N+](=O)[O-])cc1C | 6%

(cont.)
SMILES | ERK EGF inh
O=C(/C(=C(/[O-])c1ccccc1)[n+]1ccccc1)c1ccc([N+](=O)[O-])cc1 | -4%
Cc1ccc2nc(C)c(C(=O)N/N=C/c3ccc(C(=O)O)cc3)cc2c1 | 7%
Cc1cnc([N+](=O)[O-])n1CCOC(=O)NC(=O)c1ccc(C(F)(F)F)cc1 | 3%
CCn1nc(NC(=O)c2ccco2)c2cc3cc(C)ccc3nc21 | 5%[57.5 µM]
COc1cccc(NC(=S)N2CCCC2)c1 | 10%
O=C(NC1CCCC1)C(c1ccncc1)N(C(=O)Cc1cccs1)c1ccccc1 (configuration not stated) | -12%
CCOc1cc(C2Nc3ccccc3C(=O)N2c2ccccc2)c(Br)cc1OCC(=O)O (configuration not stated) | -6%
CCn1cc(C(=O)OCC(=O)c2cc(C)n(-c3ccc(OC(F)F)cc3)c2C)c(=O)c2ccc(C)nc21 | -3%
O=c1[nH]c(CN2CCOCC2)nc2scc(-c3ccccc3)c12 | -12%
Cc1ccc(CN(Cc2ccco2)C(=S)Nc2ccccc2C)cc1 | 5%
CCNC(=O)NC(=O)COC(=O)c1cccc(NS(=O)(=O)/C=C/c2ccccc2)c1 | 0%
O=C(c1ccco1)N1CCC[C@@]2(CCN(c3ccccn3)C2)C1 | 7%
CCc1ccccc1NC(=O)c1noc(C(C)C)c1[N+](=O)[O-] | -1%[57.5 µM]
Oc1ccc(-c2cnns2)c(O)c1 | -4%
O=C(CN1CCc2ccccc21)NC(=O)NCc1ccccc1 | 35%
CCC(=O)c1c(NC(C)C)cc(C)oc1=O | 2%
CCCC[C@@H]1C[C@H]1C(NC(=O)c1cccnc1)c1ccc(-c2ccccc2)cc1 (some centres not stated) | 14%
CCC(C)NC(=S)N1CCN(C(c2ccccc2)c2ccccc2)CC1 (configuration not stated) | -2%
O=C(O)CCC(=O)c1ccc2ccc3cccc4ccc1c2c34 | -4%[57.5 µM]
CC(C)N1CCN(Cc2ccncc2)CC1CCO (configuration not stated) | 0%
COCCCNC(=S)NNC(=S)NCCCOC | -1%[57.5 µM]
CC1(OC(=O)C2CCCC2)C(=O)C=C2C=C(c3ccc(C#N)cc3)OC=C2C1=O (configuration not stated) | -2%
O=C(CC1C(=O)N(c2ccccc2)C(=S)N1c1ccccc1)c1ccccc1 (configuration not stated) | -2%
O=C(Nc1ccc(F)cc1)c1cn(-c2ccccc2)nc1-c1ccncc1 | 5%
COC(=O)c1ccc(C#Cc2ccccc2)o1 | -5%[57.5 µM]

Additional records:
SMILES | ERK EGF inh
Cc1ccc(Nc2nnc(SCC(=O)Nc3cccnc3Cl)s2)cc1C | -1%
O=C(COc1ccc(/C=C\[N+](=O)[O-])cc1)N1CCOCC1 | ?
COc1ccc2c(c1)O[C@@H](c1cccc(C(F)(F)F)c1)[C@H](OC(=O)NCCOc1ccccc1)C2=O | 3%
CCOc1ccc(-c2c(C(=O)N/N=C/c3ccc(C)cc3)nnn2-c2nonc2N)cc1 | 0%[57.5 µM]
CCNC(=S)Nc1c(C)n(C)n(-c2ccccc2)c1=O | 10%
C[C@@H]1CN(C2CCN(Cc3nc(C(c4ccccc4)c4ccccc4)no3)CC2)C[C@H](C)O1 | 1%
NS(=O)(=O)c1ccc(CCn2c(=S)[nH]c3ccccc3c2=O)cc1 | -5%[57.5 µM]
CC(C)CNC(=O)NC(=O)COC(=O)c1cc([N+](=O)[O-])ccc1NCc1ccccc1Cl | -10%
CC(=O)OCC(=O)N1N=C(c2ccc3ccccc3c2)CC1c1ccccc1 (configuration not stated) | -2%
Cc1ccc(CNC(=O)COC(=O)Cn2nc(C)c([N+](=O)[O-])c2C)cc1 | -18%
CCn1c(SCC(=O)N/N=C/c2cc(OC)c(O)c(OC)c2)nc2ccccc21 | 1%
O=C(O)c1ccc(NCCC2=CCCCC2)c([N+](=O)[O-])c1 | -2%
Cn1cnc(S(=O)(=O)Nc2ccc(OC(F)(F)F)cc2)c1 | ?
O=C(COC(=O)CC(c1ccccc1)c1ccccc1)Nc1cccc(F)c1 | ?
O=C(NNC(=O)c1cccs1)c1ccc2ccccc2c1 | 0%
OCC1(Cc2ccccc2)CCN(Cc2ccc(C(F)(F)F)cc2)CC1 | 0%
O=S(=O)(c1ccc2nc(SCc3cccc(Cl)c3)[nH]c2c1)N1CCOCC1 | 0%
Cc1cc(C)nc(SCC(=O)OCN2C(=O)c3ccccc3C2=O)n1 | 14%[57.5 µM]
O=C1OCCN1C(=O)[C@H]1[C@H](c2ccc(Cl)cc2)C(c2cccc(Cl)c2)=NN1c1ccccc1 | 3%
Cc1oc(-c2ccc3ccccc3c2)nc1CN(C)C(C)c1ccncn1 (configuration not stated) | -1%
CC(C)n1c(O)c(N=Nc2ccc(Cl)c(C(=O)O)c2)c2ccccc21 | -1%[57.5 µM]
CSc1ncc(S(=O)(=O)c2ccccc2)c(=O)[nH]1 | -5%
COc1cc(C(=O)OCC(=O)N(C)Cc2ccccc2)cc(OC)c1OC | 5%
CCOC1=NN(c2ncc(C(F)(F)F)cc2Cl)C(=O)C1 | 4%
Cc1ccccc1NC(=S)NC(C)C(c1cccs1)N1CCOCC1 (configuration not stated) | -26%

A few values from the results shown.
ERK EGF inh result of Cc1oc(-c2ccc3ccccc3c2)nc1CN(C)C(C)c1ccncn1 (configuration not stated) : -1%
ERK EGF inh result of CCn1c(SCC(=O)N/N=C/c2cc(OC)c(O)c(OC)c2)nc2ccccc21 : 1%
ERK EGF inh result of C[C@@H]1CN(C2CCN(Cc3nc(C(c4ccccc4)c4ccccc4)no3)CC2)C[C@H](C)O1 : 1%
ERK EGF inh result of NS(=O)(=O)c1ccc(CCn2c(=S)[nH]c3ccccc3c2=O)cc1 : -5%[57.5 µM]
ERK EGF inh result of Cc1cc(C)nc(SCC(=O)OCN2C(=O)c3ccccc3C2=O)n1 : 14%[57.5 µM]

The list goes on.
SMILES | ERK EGF inh
O=C(Nc1ccc2c(c1)OCCO2)C1CCN(S(=O)(=O)c2ccccc2)CC1 | 5%
O=C(O)C1CC=CCC1C(=O)N1CC=C(c2ccccc2)CC1 (configuration not stated) | -2%
N#Cc1ccccc1Cn1cc(/C=C/[N+](=O)[O-])c2ccccc21 | ?
CCOC(=O)c1c(NC(=O)COC(=O)c2c(C)noc2C)sc2c1CCC2 | -6%
CC/C=C\[C@H](O)[C@H](O)C1=C(C)C(=O)[C@]2(O1)C(=O)N[C@@](OC)(C(=O)c1ccccc1)C2O (some centres not stated) | -6%[57.5 µM]
O=C(COC(=O)Cc1ccccc1[N+](=O)[O-])NCc1ccc(Cl)cc1 | -3%
S=C(Nc1ccccc1)Nc1ccc(Br)cc1 | -2%[57.5 µM]
Cc1ccc(NC(=O)CSc2nnc(-c3cccnc3)n2CCN2CCCCC2)cc1 | 4%
O=C(Nc1ccccc1)c1cccnc1NCCc1ccccc1 | 8%
COc1ccc(C(=O)Nc2ccc(-c3nnn(CC(=O)NCc4ccco4)n3)cc2)cc1 | -1%[57.5 µM]
COc1ccc(-c2cc(N3C(=O)Nc4ccccc4N3O)n[nH]2)cc1OC | 8%
COc1ccc(C(=O)NCC(=O)OCc2ccccc2F)cc1 | -5%
O=C(CN1C(=O)NC2(CCc3ccccc3C2)C1=O)NCc1ccco1 (configuration not stated) | 9%
CCOCCCNC(=O)N[C@H](C(=O)OC)C(C)CC (some centres not stated) | 4%[57.5 µM]
COc1ccc(CNC(=O)C(=O)NCC2OCCN2S(=O)(=O)c2ccc3c(c2)OCCO3)cc1 (configuration not stated) | 4%
CC(C)(Sc1ccc(CCN(CCCCC2CCCCC2)C(=O)NC2CCCCC2)cc1)C(=O)O | ?
CC(C)(C)NCC(O)c1ccc(O)c(CO)c1 (configuration not stated) | 3%&6%&33%&11%
CCN(CCNC(=O)C1=C(C)C(=O)OC12CCC(C)CC2)c1ccccc1 (configuration not stated) | 7%[57.5 µM]
CCCCOc1ccc(NC(=O)CSc2cccc3cccnc23)cc1 | -7%
Cc1ccc(NC(=O)CN2C(=O)S/C(=C\c3cc(C)n(-c4cccc(C(=O)O)c4)c3C)C2=O)cc1 | -16%
Fc1ccc(COc2ccccc2CNCc2ccncc2)cc1 | 5%
COc1ccc([N+](=O)[O-])cc1NC(=O)C(C)OC(=O)c1ccccn1 (configuration not stated) | 0%
CC(C)C1COc2cc3oc(=O)ccc3cc2O1 (configuration not stated) | 16%
C/C(=N\Nc1cccc2cccnc12)c1ccc(N)cc1 | -7%
COc1ccc2c(c1)c1nc3ccccc3nc1n2Cc1ccc(OC(C)C)c(OC)c1 | ?

Reprinted from the part before: 3 compounds, followed by the next part.
SMILES | ERK EGF inh
CC(C)C1COc2cc3oc(=O)ccc3cc2O1 (configuration not stated) | 16%
C/C(=N\Nc1cccc2cccnc12)c1ccc(N)cc1 | -7%
COc1ccc2c(c1)c1nc3ccccc3nc1n2Cc1ccc(OC(C)C)c(OC)c1 | ?
CCOc1ccccc1/C=N/NC(=O)CSc1n[nH]c(=O)[nH]c1=O | -7%
Cc1cc(C(=O)Nc2ccc(Cl)cc2)c(C)n1Cc1cccs1 | 13%[57.5 µM]
CCC1CCC2(CC1)NC(=O)N(CC(=O)c1c(C)[nH]c3ccccc13)C2=O (configuration not stated) | 5%
Cc1ccccc1NC(=O)COC(=O)CCSc1ccccc1 | 2%
COC(CN1CCc2c(C)nc3c(C#N)cnn3c21)OC | 1%
O=C1CC(N2CCc3ccccc32)C(=O)N1c1ccccc1 (configuration not stated) | -1%[57.5 µM]
COc1cc(/C=C2\SC(=O)N(CCNC(=O)c3sc4cc(F)ccc4c3Cl)C2=O)cc(OC)c1OC | -5%[57.5 µM]
CC1(C)CCC(C)(C)NC(=S)N1 | 1%
NC(=O)CCS(=O)(=O)c1ccc(Cl)cc1 | -5%
Cc1cccc(C)c1NC1=NCCCCC1 | -5%
O=C(CN1CCCC1)NN=C(c1ccccc1)c1ccccc1 | -8%
Cc1ccc(NC(=O)COc2ncnc3c(Cl)cc(Cl)cc23)cc1[N+](=O)[O-] | 8%
CC1=C/C(=N\NC(=S)Nc2cccnc2)CC(C)(C)C1 | 6%
O=C1/C(=C/c2ccco2)SC(=S)N1c1cccnc1 | 4%[57.5 µM]
O=C(O)c1ccc(/C=C2\SC(=Nc3ccccc3)N(c3ccccc3)C2=O)cc1 | 9%
O=C1COc2ccc(C(=O)COC(=O)CNC(=O)c3ccco3)cc2N1 | 1%
Cn1nc(C(=O)Nc2nc(-c3ccc(F)cc3)cs2)ccc1=O | -3%[57.5 µM]
COc1ccccc1NS(=O)(=O)c1ccc(O)c(C(=O)OCC(=O)c2ccc(Cl)cc2Cl)c1 | -6%
C/C(=N\Nc1ccccn1)c1ccc2c(c1)OCO2 | -1%
C=CCN(C(=O)CNC(=O)c1cccs1)C(C(=O)NC(C)(C)C)c1ccccc1 (configuration not stated) | -10%
Cc1ccc(C(=O)C(C)Oc2cccc(NC(=O)c3ccco3)c2)cc1 (configuration not stated) | 9%

Rewritten with the structure last: 4 of the compounds above
ERK EGF inh	SMILES
-2%	CC(=O)OCC(=O)N1N=C(c2ccc3ccccc3c2)CC1c1ccccc1 (configuration not stated)
7%	Cc1ccc2nc(C)c(C(=O)N/N=C/c3ccc(C(=O)O)cc3)cc2c1
9%	Cc1ccc(C(=O)C(C)Oc2cccc(NC(=O)c3ccco3)c2)cc1 (configuration not stated)
13%[57.5 µM]	Cc1cc(C(=O)Nc2ccc(Cl)cc2)c(C)n1Cc1cccs1

This is a subset, so the mix of outcomes need not match the whole.
